# Screens from PubChem.
# NR2E3 ag-1: inhibitors of NR2E3-RetCOR corepressor binding, primary screen, NR2E3 agonist project, biochemical, TR-FRET, GST-NR2E3, biotin-RetCOR | AID 2300, 2010 | 320,000 tested, 0.12% active | 1536-well | Photoreceptor-specific nuclear receptor (Homo sapiens), Q9Y5X4 | inhibition of corepressor binding, % at 4.78 µM;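 active = percent inhibition above the cutoff of mean plus 3 SD of all tested compounds, set per screening campaign, cut at about 20% in these data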;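 also: 0% = DMSO wells and 100% = biotin wells as full block of FRET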
# Target sequence (Q9Y5X4 whole entry, looked up): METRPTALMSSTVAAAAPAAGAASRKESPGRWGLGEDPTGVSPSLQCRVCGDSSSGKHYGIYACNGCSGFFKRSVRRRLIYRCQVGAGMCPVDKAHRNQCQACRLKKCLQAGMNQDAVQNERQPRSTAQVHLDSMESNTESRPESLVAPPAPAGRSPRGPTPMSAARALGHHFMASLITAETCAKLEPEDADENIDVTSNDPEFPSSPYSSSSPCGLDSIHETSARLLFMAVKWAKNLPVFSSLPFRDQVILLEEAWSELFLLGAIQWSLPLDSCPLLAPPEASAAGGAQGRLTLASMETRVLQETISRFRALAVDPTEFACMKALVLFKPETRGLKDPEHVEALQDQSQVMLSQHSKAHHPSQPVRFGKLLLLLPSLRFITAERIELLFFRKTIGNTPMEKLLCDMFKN
#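 System: GST-tagged NR2E3 plus biotinylated RetCOR corepressor; Buffer or medium: pH 7.5 Tris-based buffer; Probe or stimulus: RetCOR corepressor, biotinylated, 7 nM; Doses: compound at 4.8 µM, single dose; Schedule: 5 h incubation at 4 °C; Technique: time-resolved FRET; Evaluation: percent inhibition of TR-FRET ratio; Replication: one well per compound, singlicate testing.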
# NR2E3 ag-2: NR2E3 agonists in two-hybrid cells, primary screen, cell-based, luminescence, CHO-S, Gal4-NCOR/VP16-NR2E3. AID 602229, 2012. inhibition of corepressor binding, % at 3.98 µM. luciferase. 360,000 tested, 0.35% active;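 active = inhibition above the mean of all tested compounds plus 3 SD, cut at about 70% in these data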;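 also: 0% = DMSO with NR2E3 transfected cells and 100% = cells lacking NR2E3 construct; higher means lower luciferase signal from less NR2E3 corepressor binding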
# KKLEB cytotox: cytotoxicity in KKLEB CF airway cells, primary screen, cytotoxicity control for CF NF-kB inhibitor project, cell-based, uHTS, fluorescence assay plates. 360,000 tested, 0.36% active. KKLEB CF airway cells viability, ATPlite luminescence, overnight; active compounds read low; cells stimulated with P. aeruginosa culture filtrate. activity change (cytotoxicity), % at 5 µM;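 active = corrected activity change at or below -50% at 5 µM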
# CaV13 FRET inh: Disruptors of the CACNA1D IQ motif to Ca2+-dependent inactivation inhibitor domain association, primary screening, Förster resonance energy transfer in intact living …; HEK cells, CFP/YFP FRET ICDI-IQ, plate reader, 10 min; percent FRET-ratio fall versus neutral wells; inhibition, % at 12.3 µM; 340,000 tested, 0.098% active;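 active = mean replicate inhibition of at least 30% and at least 1% of replicates passing that level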;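 also: 0% = median of the neutral control wells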
# Peg3 promoter: Peg3 promoter-driven luciferase inhibitors, primary screen, cell-based, HeLa, luciferase luminescence. HeLa PEG-Prom luciferase reporter, overnight. inhibition, % at 20 µM. 360,000 tested, 1.7% active. AID 588405, 2011;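 active = inhibition of at least 50% at 20 µM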
# TRPM1 prom inh: inhibitors of MITF-dependent TRPM1 promoter reporter, primary screen, cell-based, SK-MEL-5, single point, luciferase. 330,000 tested, 0.83% active. SK-MEL-5 TRPM1 promoter luciferase, 24 h. inhibition, % at 12.5 µM;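 active = mean inhibition across replicates of 60% or more, whatever share of single replicates reaches that level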; also: values of inactives mirror those of a sister screen read the other way
# Shn3 inh set2: reduction of Shn3 3'UTR firefly luciferase signal, primary screen, Schnurri-3 inhibitor project, cell-based, Clone20 osteoblasts, set 2 | Clone20 osteoblast Shn3 3'UTR firefly luciferase, 24 h | inhibition, % at 12.5 µM | 360,000 tested, 0.52% active | AID 588674, 2011;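 active = mean inhibition of at least 75% with every replicate also reaching 75%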;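 also: 0% = median of neutral control wells and 100% = pilot-screen positive control compound; some compounds past the cut are filed as inactive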
# Vif imaging: HIV Vif self-association inhibitors, primary screen, imaging, HEK293T, single point | inhibition, % at 7.49 µM | 340,000 tested, 0.35% active | AID 602346, 2012 | HEK293T cells, Vif self-association by quenched fluorescence, 24 h; in the data active = inhibition above about 50%, passing the limit was not always enough; also: some results filed as inactive read as strong as hits
# PDI turbidity: inhibitors of human PDI, primary screen, biochemical, turbidity, single point, plate reader; PDI insulin aggregation turbidity, A650, 90 min; inhibition, % at 10 µM; 350,000 tested, 0.052% active; AID 588391, 2011;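 active = mean inhibition across replicates of 30% or more, whatever share of single replicates reach that level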;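 also: absorbance from insulin aggregation driven by PDI reduction with DTT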
# Target sequence (P07237 whole entry, looked up): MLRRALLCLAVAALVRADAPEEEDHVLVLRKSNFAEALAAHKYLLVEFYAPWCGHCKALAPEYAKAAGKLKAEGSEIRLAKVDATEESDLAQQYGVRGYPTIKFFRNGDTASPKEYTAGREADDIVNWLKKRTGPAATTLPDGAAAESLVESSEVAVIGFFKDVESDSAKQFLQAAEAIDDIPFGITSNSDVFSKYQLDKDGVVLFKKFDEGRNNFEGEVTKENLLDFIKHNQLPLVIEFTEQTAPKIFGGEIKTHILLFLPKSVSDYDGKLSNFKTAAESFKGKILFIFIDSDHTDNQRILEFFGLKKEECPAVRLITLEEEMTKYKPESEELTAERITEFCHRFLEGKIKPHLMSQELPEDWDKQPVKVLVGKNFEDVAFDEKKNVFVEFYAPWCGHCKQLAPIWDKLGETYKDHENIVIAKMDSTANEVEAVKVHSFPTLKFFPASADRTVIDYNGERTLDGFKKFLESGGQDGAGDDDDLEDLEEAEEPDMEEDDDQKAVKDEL
# HIF-2a block: HIF-2a reporter inhibitors, primary screen, luminescence, 786-0 RCC cells | 786-0 RCC cells HIF-2a reporter, luciferase luminescence, overnight | inhibition, % at 18.8 µM | 360,000 tested, 0.72% active | AID 624352, 2012;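 active = inhibition of the luminescence signal of 40% or more relative to plate controls, in a single-dose primary screen at 18.75 µM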
# CF NFkB block: inhibitors of PAF-induced NF-kB signaling, primary screen, cell-based, GFP fluorescence, uHTS. KKLEB NF-kB-GFP reporter, GFP fluorescence overnight. inhibition, % at 5 µM. 360,000 tested, 0.86% active. AID 588850, 2011;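 active = at least 50% inhibition at 5 µM, scaled per plate between neutral and stimulator controls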;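 also: PAF is a Pseudomonas aeruginosa culture filtrate used as stimulus; plate controls were PAF-stimulated DMSO wells for no effect and unstimulated DMSO wells for full effect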
# * = called active by the depositor; . = not tested or not shown.
Molecule	NR2E3 ag-1	NR2E3 ag-2	KKLEB cytotox	CaV13 FRET inh	Peg3 promoter	TRPM1 prom inh	Shn3 inh set2	Vif imaging	PDI turbidity	HIF-2a block	CF NFkB block
Cc1ccc(C(=O)CCC(=O)N(C)CC(=O)Nc2c(Cl)cccc2Cl)cc1	0.9	-12.1	5.3	-6.6	1.9	-8.1	-4.0	-0.5	-2.6	19.8	-7.8
CCn1c(SC(C)C(=O)Nc2nccs2)nnc1-c1ccncc1 (stereo not drawn)	-2.2	2.9	13.4	-2.2	-6.2	-11.7	-0.4	.	-0.5	16.8	-20.6
Cc1ccc(S(=O)(=O)Nc2ccc3c(c2)nc(CCN2CCCCC2)n3C)cc1	5.7	-37.2	-6.4	-4.2	2.5	-3.5	14.0	2.8	-2.0	13.2	27.8
O=C(c1ccccc1)c1nnc(-c2ccccc2F)o1	-1.5	-20.4	-4.1	-5.9	-172.2	-48.1	-125.6	-0.2	9.3	-151.1	7.6
Cc1cccc(Cl)c1NNC(=O)Nc1c([N+](=O)[O-])c(C)nn1C	-1.0	30.5	1.6	-4.8	7.1	11.9	4.6	-2.1	-2.5	22.1	3.6
CC(O)[C@H]1CNCCN1CC1(c2ccccc2)CC1 (stereo partly drawn)	3.8	3.2	-12.1	-4.9	3.7	-2.3	-18.5	-2.7	1.6	2.3	18.6
Cc1noc(C)c1S(=O)(=O)Nc1ccc(C(=O)N2CCc3ccccc3C2)cc1	2.9	-7.0	-5.8	1.0	2.5	0.2	-15.6	4.0	3.5	12.8	-6.1
Nc1nc(SCc2ccccc2)c2ncn(C3CCCO3)c2n1 (stereo not drawn)	.	-10.3	-19.3	-5.6	-185.5	-41.8	-27.0	3.5	7.4	-162.3	17.5
CCOc1cc(Br)c(/C=C2/C(=O)N(C)C(=S)N2CC(=O)OC)cc1OC	-1.8	-16.4	11.8	7.7	22.6	-22.3	-12.6	7.0	5.5	5.6	-8.7
Cc1ccc(C2=NNC(C(O)C(O)C(O)C(O)CO)S2)cc1 (stereo not drawn)	-1.0	-80.4	9.0	-4.2	-152.7	-23.4	-89.5	-1.3	-14.4	-126.1	-1.8
c1ccc(OCc2nnc3sc(-c4cccs4)nn23)cc1	-2.1	14.3	-27.3	.	-4.7	-4.0	-2.6	-3.3	-5.1	-15.3	-2.5
COc1ccc(C(OC(=O)c2c(C)noc2C)C(=O)NC2CCCC2)cc1 (stereo not drawn)	0.5	2.8	3.3	-7.2	15.6	2.7	4.4	-7.5	-2.8	3.1	1.2
S=c1nc(C2CCCCC2)[nH]c2ccccc12	18.1	19.6	-3.0	-4.1	17.1	2.0	18.2	-5.9	-4.9	9.2	7.3
Cc1cc(C)nc(NC(=O)CSc2nnnn2-c2ccccc2)n1	2.0	0.9	-10.0	-4.9	-10.3	-6.0	3.1	-10.1	-14.1	-31.9	1.6
CN1CCN([C@@H]2CS(=O)(=O)N[C@H]2COCc2ccccc2)CC1	.	-4.1	4.4	-9.8	5.2	.	-3.1	.	.	5.2	-7.0
O=C(CCCC(=O)N(CC(=O)NC1CCCC1)c1ccc(F)c(Cl)c1)Nc1ccccn1	-2.1	-19.4	1.6	-2.6	5.3	-2.1	8.0	4.2	-0.5	0.5	-2.8
Cc1cc(C)c2c(N)c(C(=O)NCc3ccco3)sc2n1	1.1	-64.3	6.1	-5.1	-88.5	-29.5	-26.6	-2.5	-4.2	-81.6	-8.0
Cc1ccc(C)c(S(=O)(=O)Nc2ccc3scnc3c2)c1	1.1	-21.0	-9.9	-1.7	23.1	20.5	9.5	-2.3	0.1	11.2	7.0
O=C(c1ccncc1)N1N=C(C2CCCCC2)CC1(O)C(F)(F)F (stereo not drawn)	3.0	-1.2	6.8	-4.8	-4.7	.	-9.8	-8.7	9.4	9.3	14.6
COc1ccc(CNC(=O)C(c2ccc(C)cc2)N(Cc2cccs2)C(=O)c2ccc3c(c2)OCCO3)cc1 (stereo not drawn)	1.7	42.7	-93.5*	-14.8	63.4*	4.6	88.8*	.	-3.3	-67.5	100.2*
Cc1cc(OC(F)F)ccc1NC(=O)Nc1ccc2c(c1)OCO2	-2.1	-18.3	7.7	-6.1	7.0	3.3	-6.1	4.2	3.4	-35.3	-7.1
CCN(CC)S(=O)(=O)c1cccc(NC(=O)c2cccc(S(=O)(=O)N3CCCC3)c2)c1	1.6	1.9	9.1	-2.6	22.2	15.2	21.7	5.5	10.4	0.8	-2.2
CCc1nnc(NC(=O)CCC(=O)Nc2ccc(OC)cc2OC)s1	-0.6	10.2	7.6	-7.0	1.9	5.6	-2.3	-2.3	-4.9	14.1	11.5
CSc1nsc(SCC(=O)N2CCc3ccccc32)n1	-0.8	-76.1	0.2	-1.1	-43.0	-6.8	-9.8	2.1	0.2	-89.7	-5.4
COc1nc2c(C)cccc2cc1-c1noc(-c2ccco2)n1	1.3	-12.7	-8.8	-0.6	-48.7	-5.4	-27.1	18.5	-1.5	-96.8	13.6
CCCCc1nc2n[nH]c(N)c2c2c1CSC(C)(C)C2	1.1	3.2	-27.2	.	18.0	3.0	11.5	-8.1	-6.1	20.0	36.4
Cc1noc(C)c1Cn1nc(C(=O)O)c2ccccc2c1=O	2.2	-7.1	-10.8	0.5	16.5	-4.5	-3.2	1.3	-5.5	16.1	3.9
Cc1ccc(C(=O)N/N=C/c2ccc(-c3cccc(C(F)(F)F)c3)o2)cn1	1.5	-39.5	6.6	7.5	17.3	12.7	14.9	-5.3	-2.1	14.8	13.0
O=C(Cn1ccc(C(F)(F)F)n1)NNC(=O)c1cccnc1	2.9	-3.6	7.9	-2.1	6.7	9.9	-4.7	25.4	-1.0	14.9	-12.6
Cc1sc2ncn(CC(=O)NCC(=O)N3CCN(c4ccc(F)cc4)CC3)c(=O)c2c1C	5.5	-14.8	-2.2	-2.6	16.3	9.0	19.3	-1.7	2.3	1.8	-7.8

# Two records drawn at random from the list so far:
Molecule	NR2E3 ag-1	NR2E3 ag-2	KKLEB cytotox	CaV13 FRET inh	Peg3 promoter	TRPM1 prom inh	Shn3 inh set2	Vif imaging	PDI turbidity	HIF-2a block	CF NFkB block
Cc1ccc(C)c(S(=O)(=O)Nc2ccc3scnc3c2)c1	1.1	-21.0	-9.9	-1.7	23.1	20.5	9.5	-2.3	0.1	11.2	7.0
CCCCc1nc2n[nH]c(N)c2c2c1CSC(C)(C)C2	1.1	3.2	-27.2	.	18.0	3.0	11.5	-8.1	-6.1	20.0	36.4

# New compounds follow.
Molecule	NR2E3 ag-1	NR2E3 ag-2	KKLEB cytotox	CaV13 FRET inh	Peg3 promoter	TRPM1 prom inh	Shn3 inh set2	Vif imaging	PDI turbidity	HIF-2a block	CF NFkB block
Brc1cc(-c2ccccc2)nc(-c2ccccc2)n1	-0.4	3.4	-2.2	-4.6	11.8	.	7.9	19.6	0.6	1.6	2.9
O=C(Cn1cnc2c(nnn2Cc2ccccc2F)c1=O)NCc1ccco1	-1.8	0.3	7.7	-3.3	5.2	18.2	-7.8	.	-3.3	5.6	9.9
CC(=O)N1[C@H](C)C=C[C@]1(Cc1ccccc1)C(=O)O	3.8	4.0	-1.2	-10.7	10.7	-0.1	-2.4	.	2.4	8.7	-8.7
COc1ccc(-n2c(-c3cccc(C)c3[N+](=O)[O-])n[nH]c2=S)cc1	2.2	-22.8	-12.5	.	-1.9	0.1	-7.3	3.8	-8.7	-1.2	0.7
Cc1c(NC(=S)N/N=C\c2ccccc2O)c(=O)n(-c2ccccc2)n1C	-4.3	3.3	11.7	-3.1	14.4	19.5	13.4	-4.2	6.0	9.9	-3.8
COc1ccc(-c2cnc3c(NC(C)=O)cc(-c4ccccc4CN(C)C)cn23)cc1OC	.	-14.2	-2.3	-4.8	-9.7	.	-1.0	10.8	3.9	-3.5	-3.2
CCCCNc1ncnc2c1cnn2Cc1ccc(Cl)cc1	2.2	-18.5	1.3	-4.4	43.2	.	26.0	-12.2	-2.0	-14.6	-13.9
Cc1c(NC(=O)c2cc3ccccc3c(=O)s2)c(=O)n(-c2ccccc2)n1C	2.3	-34.7	-3.0	-6.0	-16.0	.	-2.7	5.9	-6.4	-18.5	6.8
CCOc1ccc(C(=O)NC(=S)N(Cc2ccccc2)Cc2ccccc2)cc1	2.0	14.9	-8.5	-8.2	10.7	17.1	32.9	-4.2	-4.3	3.8	-3.1
N#CCCC1(CCC#N)c2ccccc2C(=O)c2ccccc21	.	-2.2	4.7	-10.7	0.2	.	8.5	.	.	-6.5	-10.0
CC1Cc2cc(/C(O)=C3\C(=O)C(=O)N(Cc4ccncc4)C3c3ccccc3F)ccc2O1 (stereo not drawn)	13.0	-23.4	-1.8	-2.7	-6.1	0.5	9.6	5.8	13.1	-33.3	-0.4
Cc1ccc(N(Cc2cc3ccccc3[nH]c2=O)C(=O)c2ccco2)c(C)c1	-0.7	-26.4	3.4	-4.7	6.6	3.2	10.3	-8.2	-3.0	12.2	3.1
COc1ccc(C(=O)N/C(=C\c2cn(C)c3ccccc23)C(=O)NCCCN2CCOCC2)cc1OC	3.0	3.3	22.9	-6.1	0.1	-6.9	-19.1	-1.4	5.1	6.3	0.3
COc1cc(C(=O)NC(C(=O)Nc2cccc(C(C)=O)c2)C(C)C)cc(OC)c1OC (stereo not drawn)	2.3	-9.2	-2.5	-4.2	17.9	5.1	4.5	2.9	-0.2	12.9	-6.8
COc1ccc(CCNC(=O)CN2C(=O)NC3(CCc4ccccc43)C2=O)cc1 (stereo not drawn)	-0.3	9.5	14.3	-4.5	-17.6	10.0	-15.5	-1.0	-6.5	-6.3	10.7
COc1cccc(CC(=O)N2CCC(n3nccc3NC(=O)C3CCOC3)CC2)c1 (stereo not drawn)	1.0	-17.6	-7.6	-6.2	0.1	-9.4	-11.0	.	1.6	0.1	28.3
Cc1ccc(N(CC(=O)Nc2cc(C)ccc2C)S(C)(=O)=O)cc1	3.6	-26.3	4.0	-4.8	15.3	6.5	10.5	-0.2	0.3	21.8	21.3
CC(=O)c1ccc(NC(=O)CC23CC4CC(C2)CC(n2nnc(C)n2)(C4)C3)cc1	1.9	-19.1	-9.8	-1.6	11.1	-5.2	8.4	-14.7	-1.9	30.9	-13.0
